UBC13 inh: human UBC13 polyubiquitination inhibition. inhibition, % at 20 µM. UBC13 polyubiquitin chain formation, TR-FRET. 0.47% of 330,000 active. P61088; in the data active = inhibition above about 45%, passing the limit was not always enough
Target sequence (P61088 whole entry, looked up): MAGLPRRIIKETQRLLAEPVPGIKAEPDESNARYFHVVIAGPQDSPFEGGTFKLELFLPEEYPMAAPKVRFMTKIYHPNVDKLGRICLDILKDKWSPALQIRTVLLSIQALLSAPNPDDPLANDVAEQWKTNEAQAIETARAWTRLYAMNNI
SENP6 inh: inhibitors of human SENP6 protease. AID 2599. Q9GZR1. Recombinant SENP6 catalytic domain, aminoluciferin luminescence. inhibition, % at 10 µM. 1.8% of 330,000 active;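 active = inhibition above about 50% at the single tested dose, limit read from the data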;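 note: plate controls were DMSO wells with enzyme for no effect and DMSO wells lacking enzyme for full effect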
SENP7 inh: blocks the human protease SENP7. recombinant SENP7, Z-RLRGG-aminoluciferin luminescence, 40 min. 1.5% of 330,000 active. inhibition, % at 5 µM. AID 434973;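 active = inhibition above about 50% at the single test dose, limit read from the data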;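 note: plate controls were DMSO with enzyme for no effect and no enzyme buffer wells for full effect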
Target sequence (Q9BQF6 706-1050 limits assumed): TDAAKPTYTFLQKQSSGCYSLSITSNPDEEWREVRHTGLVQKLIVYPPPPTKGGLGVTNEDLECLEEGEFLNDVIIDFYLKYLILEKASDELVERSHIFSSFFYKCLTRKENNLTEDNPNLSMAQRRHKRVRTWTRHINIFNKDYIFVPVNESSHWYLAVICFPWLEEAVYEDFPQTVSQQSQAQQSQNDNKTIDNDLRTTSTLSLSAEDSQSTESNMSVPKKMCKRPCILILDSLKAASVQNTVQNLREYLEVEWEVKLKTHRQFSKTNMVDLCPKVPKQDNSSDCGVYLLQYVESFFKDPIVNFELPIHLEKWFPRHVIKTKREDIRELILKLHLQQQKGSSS
A3G deaminase: blocks human APOBEC3G single-stranded DNA deamination. Q9HC16. recombinant A3G, ssDNA deamination FAM/TAMRA fluorescence. inhibition, % at 20 µM. 0.28% of 330,000 active. AID 493012;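 active = inhibition of at least 40% at 20 µM, with no more than 30% in the related APOBEC3A deaminase screen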;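 note: plate controls were DMSO wells with A3G for no effect and wells lacking A3G enzyme for full effect; some compounds called inactive have numbers as strong as hits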
SENP1 FRET inh: SENP1 (human) catalytic domain inhibition; AID 624204; recombinant SENP1 catalytic domain, CyPet-SUMO1-YPet FRET cleavage; 0.21% of 360,000 active; Q9P0U3; inhibition, % at 10 µM;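 active = inhibition at least 30% at 10 µM, raw YFP signal under a set limit, fluorescence ratio 0.5 to 1.5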;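 note: 0% = enzyme with DMSO and 100% = no enzyme wells; some results filed as inactive read as strong as hits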
Target sequence (Q9P0U3 419-644 limits assumed): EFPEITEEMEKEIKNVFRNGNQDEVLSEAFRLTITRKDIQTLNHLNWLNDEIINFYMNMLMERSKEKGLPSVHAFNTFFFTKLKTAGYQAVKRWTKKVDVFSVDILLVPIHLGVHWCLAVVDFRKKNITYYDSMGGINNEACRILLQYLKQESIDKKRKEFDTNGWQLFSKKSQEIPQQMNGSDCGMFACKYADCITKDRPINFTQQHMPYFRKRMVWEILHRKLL
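Test system: human SENP1 catalytic domain; medium: Tris pH 8 buffer plus EDTA, NaCl, BME, BSA, NP40, catalase; incubation: 50 min reaction at room temperature; technique: FRET, CFP and YFP emission; controls: no-enzyme low control and enzyme-plus-DMSO high control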
SENP8 block-1: inhibitors of human SENP8 protease | recombinant SENP8, Nedd8 substrate fluorescence | inhibition, % at 20 µM | 0.64% of 360,000 active | AID 602440; in the data active = inhibition mostly above about 40%, no sharp cut-off; inactive = mostly below about 27%
Target sequence (Q96LD8 whole entry, looked up): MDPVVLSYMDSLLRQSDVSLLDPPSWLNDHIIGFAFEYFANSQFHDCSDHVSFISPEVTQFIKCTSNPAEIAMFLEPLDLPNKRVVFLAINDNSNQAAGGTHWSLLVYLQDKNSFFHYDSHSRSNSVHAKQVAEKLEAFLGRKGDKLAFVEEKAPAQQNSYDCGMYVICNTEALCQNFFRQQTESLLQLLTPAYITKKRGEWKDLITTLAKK
SENP8 block-2: inhibitors of human SENP8 protease | purified SENP8, Z-RLRGG-aminoluciferin cleavage, luminescence | inhibition, % at 10 µM | 1.2% of 330,000 active | AID 2540; in the data active = inhibition above about 50%
Apaf-1 inh: inhibitors of human Apaf-1 apoptosome; O14727; reconstituted apoptosome caspase-3 activity, DEVD-Rh110 fluorescence; inhibition, % at 20 µM; 0.71% of 330,000 active; AID 489030; active = inhibition of at least 40% at 20 µM;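 note: plate controls were DMSO wells for no effect and DEVD-CHO caspase inhibitor wells for full effect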
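Material: reconstituted apoptosome with Apaf-1, cytochrome c, caspase-9, procaspase-3, dATP / Buffer or medium: pH 7.5 Hepes buffer with CHAPS, BSA, DTT / Also added: cytochrome c with DEVD-Rh110 / Schedule: compound with Apaf-1, dATP, procaspase-3 30 min, then 50 min reaction, room temperature / Technique: rhodamine 110 fluorescence at Ex 480/Em 540 nm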
Active calls of the source: *; x = not tested or not shown. Only part of the results is shown (hit frequency here may not be typical).

SMILES	UBC13 inh	SENP6 inh	SENP7 inh	A3G deaminase	SENP1 FRET inh	SENP8 block-1	SENP8 block-2	Apaf-1 inh
O=C1NC(=O)N(c2ccccc2)C(=O)/C1=C/c1coc2ccc(O)cc2c1=O	6	3	-6	-1	-17	-11	1	-5
COc1ccc(OC)c(CN2CCN(C(=O)COc3cccc(C)c3)CC2)c1	1	-8	4	0	2	16	3	4
O=C(CCCC1=NS(=O)(=O)c2ccccc2N1)N1CCC2(CC1)OCCO2	8	-13	-5	-2	1	17	-6	4
Cc1oc(-c2ccccc2)nc1CN1C(=O)CN=C(c2ccccc2)c2ccccc21	5	6	3	-8	1	14	-6	15
COc1ccccc1N1CCN(Cc2ccc(Br)s2)CC1	10	1	-2	-2	3	8	3	5
O=C1C2CCCN2C(c2cccnc2)N1c1ccc(Cl)cc1 (centres undefined)	-1	-1	4	-2	-4	7	-1	17
Cc1ccc(N2C(=O)NC(=O)/C(=C\c3ccoc3)C2=O)cc1	-3	16	1	4	17	-70	1	11
CC(C)=CCC12CN3CCN(CC(C3)C1=O)C2	3	-14	4	0	-1	19	3	1
C=C1N2CCC(CC2)C1(O)c1ccc(C)c(C)c1 (centres undefined)	-8	-4	0	-2	1	12	-4	-2
CC(=O)Nc1ccc(CC(=O)N2CCN(Cc3ccccc3)CC2)cc1	0	5	-1	-4	-1	-5	-1	10
CCC1=CCN(CCc2c(C)[nH]c3ccccc23)CC1	4	-19	-19	-9	-2	28	-12	5
CCN(CC)CCCN=Cc1c(O)n(Cc2ccc(F)cc2)c(=O)[nH]c1=O	-2	-3	0	-4	-1	25	-6	-1
C=CCOc1ccc(CC2C(=O)N(C)C(=O)N(C)C2=O)cc1	-20	-5	-11	-4	2	34	-3	22
O=C(N/N=C/c1c(O)n(Cc2ccc(F)cc2)c(=S)[nH]c1=O)c1ccncc1	-21	-16	-7	1	-32	-253	1	1
O=C(NC(=O)N1CCC2(CC1)OCCO2)c1ccc(Cl)cc1	5	2	3	-5	1	7	7	-10
CCCN1C2CCCC1CC(NC(C)=O)C2 (centres undefined)	-1	2	3	-7	-2	1	3	8
COP(=S)(OC)c1c(C)nn(CCC#N)c1NC(=O)c1ccc(Cl)cc1	-8	-6	2	-5	3	14	-12	9
C[n+]1ccc(-c2ccncc2)cc1	-4	-5	2	25	2	12	8	-23
COc1ccc(C2=NCC(=S)Nc3ccc(Cl)cc32)cc1Cl	0	0	3	2	2	1	1	15
COc1ccc(-n2c(O)c(C=NCCN3CCN(C(C)=O)CC3)c(=O)[nH]c2=S)cc1	6	1	1	-7	3	17	2	-1
Fc1ccc(CNCCc2ccccc2)cc1	2	-13	-8	-7	2	16	-7	-9
O=Cc1cn(Cc2c(F)cccc2Cl)c2ccccc12	28	7	0	-4	0	12	8	2
COC(=O)C1=C(c2ccccc2OCc2ccccc2)C[C@@H]2CC[C@H]1N2C(=O)NCc1ccc(OC)c(OC)c1	16	6	3	-7	-1	8	0	19
C(CCc1nn[nH]n1)CCc1nn[nH]n1	0	3	-4	-9	0	9	2	-5
COC(=O)C1=C(N)Oc2cc(C)oc(=O)c2C12C(=O)Nc1ccccc12 (centres undefined)	-8	-18	-3	-6	-3	15	1	-6
CC(C)OP(=O)(Oc1ccc(C(O)C(Cl)(Cl)Cl)cc1)OC(C)C (centres undefined)	2	-6	5	0	2	17	2	5
CC(=O)O[C@]1(C)C(=O)OC/C2=C/CN(C)CCC(OC(=O)[C@@](O)(C(C)O)C[C@H]1C)C2=O (some centres undefined)	0	-12	0	6	1	8	-5	-4
Cc1[nH]n(-c2ccccc2)c(=O)c1C(c1ccc([N+](=O)[O-])cc1)c1c(C)[nH]n(-c2ccccc2)c1=O	-49	12	20	-2	3	90*	3	79*
COc1ccc2ccc(O)c(CN3CC=C(c4ccccc4)CC3)c2c1	6	-13	-2	-9	0	14	-15	27
COc1ccccc1-n1c(O)c(/C=N/NC(=S)Nc2ccccc2)c(=O)[nH]c1=S	8	-20	-4	-1	-79	0	-5	-5
CC1=C(C(=O)OC(C)C)[C@]2(C(=O)N(CC(N)=O)c3ccccc32)C(C#N)=C(N)O1	8	-7	1	-6	-1	8	2	-9
CCN(CC)C(=O)c1ccc(NC(=O)CNC(C)c2cccc3ccccc23)cc1 (centres undefined)	4	-10	3	-5	2	12	5	13
CCOP(=O)(OCC)c1cccc(OP(=O)(c2cccc([N+](=O)[O-])c2)c2cccc([N+](=O)[O-])c2)c1	3	-20	-3	-13	3	28	-8	-7
NNc1n[nH]c(=S)n1N	-16	-7	5	-5	1	42*	-2	15
Cn1cc(C(O)CN2CCCCC2)c2ccccc21 (centres undefined)	-4	12	-4	0	-1	25	-3	-4
CNS(=O)(=O)c1ccc(N=Cc2c(O)n(-c3ccc(C)cc3)c(=O)[nH]c2=O)cc1	18	-2	-4	-5	3	-112	-5	-13
COc1ccc(NC(=O)c2cn(CCC#N)nc2-c2cccc([N+](=O)[O-])c2)cc1	9	-25	0	-4	-1	12	1	-25
Cn1ncnc2c(=O)n(C)c(=O)nc1-2	-60	95*	96*	-4	38*	101*	96*	99*
CC(C)(C)n1cc(C(=O)c2ccc3ccccc3c2O)cn1	6	-33	68*	-4	6	9	57*	12
CC1(C)C(c2ccccc2)=NC(c2cccnc2)=[N+]1[O-]	-4	-8	4	-5	-1	16	-4	4
COc1cc(CN2CCNCC2)cc(OC)c1OC	-2	11	-4	-2	1	-6	-4	-14
Nc1nonc1OCCCCOc1nonc1N	-11	-14	-4	-4	1	-2	-6	1
O=C(C1CCN(S(=O)(=O)N2CCOCC2)CC1)N1CCC2(CC1)OCCO2	1	4	8	0	0	7	2	-2
COc1cccc2c1O[C@H]1C(=O)CC[C@H]3CN(C)CCC231 (some centres undefined)	6	-13	-7	-12	-2	16	-10	-8
N[C@@H](Cc1cc(Br)c(O)c(Br)c1)C(=O)O	-20	-8	-7	0	x	x	-7	-2
C=C(C)c1cccc(C(C)(C)NC(=O)NC2CN3CCC2CC3)c1 (centres undefined)	9	-12	2	-2	-1	2	1	5
CCOC(=O)C1=C(C)N(C)C2(C)CC1c1ccccc1O2 (centres undefined)	-1	8	3	-2	1	25	6	10
COc1ccc(C(=O)CC2(CC(=O)c3ccc(OC)cc3)C(=O)N(C)C(=O)N(C)C2=O)cc1	-6	4	4	0	4	16	-2	-4
C=C1C(=O)O[C@@H]2C[C@@H](C)[C@H]3C=CC(=O)[C@]3(O)C[C@@H]12	-29	-6	-3	2	-1	2	5	-7
COc1cccc(N2C(=O)CC(=O)NC2=O)c1	-14	-2	-4	-8	-8	6	-10	7
New compounds follow.
SMILES	UBC13 inh	SENP6 inh	SENP7 inh	A3G deaminase	SENP1 FRET inh	SENP8 block-1	SENP8 block-2	Apaf-1 inh
COc1ccc(/C=C2/C(=O)NC(=O)N(C3CCCCC3)C2=O)cc1CSc1ccccn1	0	6	5	-5	x	x	1	7
OC[C@H]1O[C@@H](n2cnc3cc(Cl)c(Cl)cc32)[C@H](O)[C@@H]1O	0	7	0	-2	-2	0	9	-19
CCOc1ccccc1-n1c(O)c(C=Nc2ccc(N(CC)CC)cc2)c(=O)[nH]c1=O	-30	-16	-10	-6	7	-63	-3	25
C[C@]12CCC3C(CC[C@H]4C[C@@H](O)CC[C@]34C)C1C[C@@H](Br)[C@@H]2O (some centres undefined)	-13	-15	-6	-12	x	x	-9	10
Cc1nc2cc(-c3ccccc3)nn2c(C)c1CCC(=O)N1CCC2(CC1)OCCO2	7	-6	3	-3	8	-306	-5	5
CC(=O)N1CN2CN(C1)CN(C(C)=O)C2	-6	12	11	-1	1	2	1	2
CN=C1CN(O)C(c2ccccc2)=c2cc(Cl)ccc2=N1	9	-12	-1	-7	2	6	5	-11
Cc1ccc2c(c1)CC1(CN2C)C(=O)NC(=O)N(C(C)C)C1=O (centres undefined)	-9	5	6	12	-12	12	-1	0
COc1ccc(NC(=O)N2C[C@@H]3C[C@@H](C2)c2cccc(=O)n2C3)c(OC)c1	-8	-4	-6	-3	-1	25	2	1
C[C@]12CCC(=O)C[C@@H]1CC[C@@H]1[C@@H]2CC[C@]2(C)[C@@H](O)CC[C@@H]12	1	-2	-4	0	-1	-3	0	-5
CN(Cc1ccccc1)C1CCCN(C(=O)COc2ccccc2Cl)C1 (centres undefined)	0	-4	1	-5	1	8	4	10
CC1(C)C2SCC(=O)N2CCN1CC(=O)NN (centres undefined)	7	-5	3	2	2	5	0	2
CN1CCN(C(=O)COc2ccc3ccccc3c2Br)CC1	4	-21	-7	-4	3	6	6	-19
CCOc1ccc(N2C(=O)/C(=C/c3ccco3)C(=O)NC2=S)cc1	-20	-19	3	47	4	3	-7	2
CCOP(=O)(OCC)C1(C(=O)O)CCCC1	0	-10	5	-8	3	0	4	-18
CCC1C2CC3C4N(C)c5ccccc5C45CC(C2C5O)N3[C@@H]1O (some centres undefined)	2	0	6	-6	0	17	4	-4
N=C1c2ccccc2CN1NC(=O)c1ccco1	-17	-2	-8	-6	2	19	-14	-6
C=CCn1c(O)c(C(C)=NCCN2CCCCC2)c(=O)[nH]c1=O	0	-13	7	-4	-3	6	-3	0
COc1ccc(CCN(C)Cc2ccncc2)cc1OC	1	17	9	-4	-1	8	6	-18
Cc1ccc(S(=O)(=O)N2CCN(C(=O)COC(=O)Cc3ccccc3)CC2)c(C)c1	-1	3	-2	-4	3	6	0	15
O=[N+]([O-])c1ccc(Cl)cc1	1	-19	-11	-11	-1	-3	-6	-6
Cc1ccccc1-n1c(O)c(C=NCCN2CCOCC2)c(=O)[nH]c1=O	2	6	3	-5	3	17	4	4
COc1ccc(O)c(CN2CCCC(C(=O)c3ccccc3SC)C2)c1 (centres undefined)	11	13	4	-4	0	12	3	-1
COc1ccc(N=C(C)c2c(O)[nH]c(=O)[nH]c2=O)cc1	-10	-3	-11	-4	-1	5	-2	-7

Some of the entries above, reformatted:
Each structure is followed by: UBC13 inh, SENP6 inh, SENP7 inh, A3G deaminase, SENP1 FRET inh, SENP8 block-1, SENP8 block-2, Apaf-1 inh
CN1CCN(C(=O)COc2ccc3ccccc3c2Br)CC1
  4, -21, -7, -4, 3, 6, 6, -19
CCOc1ccc(N2C(=O)/C(=C/c3ccco3)C(=O)NC2=S)cc1
  -20, -19, 3, 47, 4, 3, -7, 2
CCOP(=O)(OCC)C1(C(=O)O)CCCC1
  0, -10, 5, -8, 3, 0, 4, -18
CCC1C2CC3C4N(C)c5ccccc5C45CC(C2C5O)N3[C@@H]1O (some centres undefined)
  2, 0, 6, -6, 0, 17, 4, -4
N=C1c2ccccc2CN1NC(=O)c1ccco1
  -17, -2, -8, -6, 2, 19, -14, -6
C=CCn1c(O)c(C(C)=NCCN2CCCCC2)c(=O)[nH]c1=O
  0, -13, 7, -4, -3, 6, -3, 0
COc1ccc(CCN(C)Cc2ccncc2)cc1OC
  1, 17, 9, -4, -1, 8, 6, -18
Cc1ccc(S(=O)(=O)N2CCN(C(=O)COC(=O)Cc3ccccc3)CC2)c(C)c1
  -1, 3, -2, -4, 3, 6, 0, 15
O=[N+]([O-])c1ccc(Cl)cc1
  1, -19, -11, -11, -1, -3, -6, -6
Cc1ccccc1-n1c(O)c(C=NCCN2CCOCC2)c(=O)[nH]c1=O
  2, 6, 3, -5, 3, 17, 4, 4
COc1ccc(O)c(CN2CCCC(C(=O)c3ccccc3SC)C2)c1 (centres undefined)
  11, 13, 4, -4, 0, 12, 3, -1
COc1ccc(N=C(C)c2c(O)[nH]c(=O)[nH]c2=O)cc1
  -10, -3, -11, -4, -1, 5, -2, -7

Bioassay records deposited in PubChem BioAssay by Sanford-Burnham Center for Chemical Genomics.
